MBNL1 CUG block = MBNL1-poly(CUG) RNA binding inhibition | Q9NR56 | TR-FRET MBNL1-His/biotin-(CUG)12 binding, 665/545 ratio | Potency, µM (top dose mostly 57.5 µM), inactives show top-dose activity change, negative = inhibition, actives largely listed as inhibitors | 0.036% of 280,000 active; active means well fitted inhibition curve with a large enough effect in the signal ratio, with a control signal flat, not every such curve was filed as active; inconclusive means small, poorly fitted or top-dose-only effect, or effect the other way, or a change in a side signal; inactive means no such curve, though single readings can be large or run the other way; the % refers to the signal ratio; further: potency means the concentration at half of the fitted maximal effect; on the % scale 0 is the no-effect control and ±100 the full control effect
Target sequence (Q9NR56 whole entry, looked up): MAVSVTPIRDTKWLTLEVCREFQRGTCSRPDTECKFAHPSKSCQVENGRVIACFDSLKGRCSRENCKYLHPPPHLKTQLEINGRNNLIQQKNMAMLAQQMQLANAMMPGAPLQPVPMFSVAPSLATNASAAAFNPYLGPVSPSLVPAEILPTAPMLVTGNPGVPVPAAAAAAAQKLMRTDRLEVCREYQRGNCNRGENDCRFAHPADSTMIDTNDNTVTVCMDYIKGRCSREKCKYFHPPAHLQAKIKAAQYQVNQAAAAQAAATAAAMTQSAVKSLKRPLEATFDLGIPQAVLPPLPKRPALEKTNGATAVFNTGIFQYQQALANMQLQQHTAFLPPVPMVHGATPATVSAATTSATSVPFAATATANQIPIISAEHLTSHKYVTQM
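Inhibition of protein-RNA binding appears as loss of TR-FRET between terbium anti-His antibody on MBNL1-His and streptavidin-XL665 on biotin-(CUG)12. Activity is normalized to buffer-only and uninhibited-complex controls.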
S-ASM inh = blocks human secretory acid sphingomyelinase; P17405; placental ASM, HMU-PC fluorogenic substrate, 60 min; Potency, µM (series often up to 57.5 µM), for inactives: top-dose activity change, negative = inhibition, actives largely listed as inhibitors; 0.006% of 340,000 active; AID 504937; further: potency means the concentration at half of the fitted maximal effect
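Fluorescence read-out (Ex 386 nm, Em 447 nm) after stopping the reaction at pH 10. Enzyme: ASM from human placenta; substrate HMU-PC0, 9 uM final; 60 min, 37 °C. Compound preincubation 10 min, ambient temperature.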
Menin MLL FP TR = menin-MLL binding inhibition, Texas Red mutant peptide. O00255. Menin + Texas Red MLL mutant peptide, fluorescence polarization. Potency, µM (series often up to 61.6 µM), inactives show at the highest dose FP activity change, negative = inhibition, usual class: inhibitors. 0.23% of 270,000 active; active means well fitted inhibition curve with a large enough effect in the polarisation, with a control signal flat, not every such curve was filed as active; inconclusive means small, poorly fitted or top-dose-only effect, or effect the other way, or a change in a side signal; inactive means no such curve, though single readings can be large or run the other way; the % refers to the polarisation; further: potency means the concentration at half of the fitted maximal effect; % of control where 0% means no effect; many of its hits are not listed in these tables
CXXC DNA block = blocks binding of human MLL CXXC domain to DNA | Q03164 | MLL-CXXC / FITC-HOXA9 DNA fluorescence polarization | Potency, µM (titrated, usually from 115 µM), for inactives: at the top dose activity change, negative = inhibition, usual class: inhibitors | 0.037% of 290,000 active | AID 2662; active means well fitted inhibition curve with a large enough effect in the polarisation, with a control signal flat, not every such curve was filed as active; inconclusive means small, poorly fitted or top-dose-only effect, or effect the other way, or a change in a side signal; inactive means no such curve, though single readings can be large or run the other way; the % refers to the polarisation; further: potency means the concentration at half of the fitted maximal effect
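Purified MLL-CXXC (added from a 7 uM solution) was preincubated 5 min at ambient with pinned compounds in 50 mM Tris-HCl pH 7.5, 50 mM NaCl, 1 mM DTT, 0.05% BSA. Fluorescein-labeled HOX-A9 DNA (50 nM solution) followed, 30 min, then polarization read.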
PTAP TSG101 blk = blocks PTAP/TSG101 interaction to inhibit HIV-1 budding. Q99816. Fluorescence polarization, FITC-PTAP peptide / Tsg101 binding. 340,000 tested, under 10 active. AID 493005. Potency, µM (series often up to 115 µM), for inactives: top-dose activity change, negative = inhibition, usual class: inhibitors; active means well fitted inhibition curve with a large enough effect in the main read-out, with a control signal flat, not every such curve was filed as active; inconclusive means small, poorly fitted or top-dose-only effect, or effect the other way, or a change in a side signal; inactive means no such curve, though single readings can be large or run the other way; further: potency means the concentration at half of the fitted maximal effect; % of control where 0% means no effect
Target sequence (Q99816 whole entry, looked up): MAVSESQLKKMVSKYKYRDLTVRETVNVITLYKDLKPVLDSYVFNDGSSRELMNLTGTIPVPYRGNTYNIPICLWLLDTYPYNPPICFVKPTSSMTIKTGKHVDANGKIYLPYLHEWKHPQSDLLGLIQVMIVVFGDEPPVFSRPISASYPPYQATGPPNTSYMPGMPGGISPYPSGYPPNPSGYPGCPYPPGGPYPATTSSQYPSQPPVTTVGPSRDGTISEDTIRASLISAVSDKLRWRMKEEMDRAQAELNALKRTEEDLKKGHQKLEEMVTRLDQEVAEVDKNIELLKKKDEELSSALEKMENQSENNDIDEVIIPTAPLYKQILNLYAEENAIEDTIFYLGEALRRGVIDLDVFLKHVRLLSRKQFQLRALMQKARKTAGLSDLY
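Compounds were pin-transferred onto Tsg101 binding domain (10 uM final) in HEPES pH 7.5 buffer, then FITC-PTAP peptide was added at 50 nM final. After 20 min at RT, polarization reported peptide displacement across a qHTS concentration series.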
A-T KAP1 phos = potential ataxia-telangiectasia treatments restoring KAP-1 phosphorylation; […] A-T fibroblasts, KAP-1 phosphorylation AlphaLISA; neocarzinostatin DNA damage 30 min before lysis; 0.19% of 320,000 active; Potency, µM (series often up to 57.5 µM), for the others: top-dose activation, actives largely listed as activators; further: potency means the concentration at half of the fitted maximal effect; % of control where 0% means no effect; nearly all actives have a fitted effect of over 45% in size
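hTERT-immortalized A-T patient fibroblasts ([…]), 500 cells/well in OPTI-MEM, 1% FBS, got compounds for 60 min, then NCS for 30 min at 37C. Lysates were then assayed for phospho-KAP-1 by AlphaLISA (anti-pKAP1 donor, anti-KAP1 acceptor beads), 6 hr at 25C.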
Integrin act MD = activators of alpha7 integrin expression for muscular dystrophy | Potency, µM (doses to about 38.3 µM), for inactives: at the top dose activation, actives largely listed as activators | alpha7betagal myoblasts, beta-gal FDG fluorescence, 48 h | 0.064% of 350,000 active | AID 624291;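 further: potency means the concentration at half of the fitted maximal effect; 100% = response of the positive control SU9516; nearly all actives have a fitted effect of over 60% in size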
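Alpha7betagal+/- myoblasts (passage 13) were plated 16-24 hr, then exposed to compounds (1:260 dilution of DMSO stock) for 48 hours at 37C. After MPER lysis, β-galactosidase reporter activity was read as FDG fluorescence (ex 480/em 540) after 30 minutes.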
TCR act = T cell receptor activation; primary human leukocytes, anti-CD3, IL-2 HTRF, 48 h; Potency, µM (doses to about 9.22 µM), inactives show at the highest dose activation of IL-2 secretion, most hits filed as activators; 330,000 tested, under 10 active; AID 504894; further: % of control where 0% means no effect
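Activity was scored as IL-2 release from primary human leukocytes given only a TCR signal (a-CD3 beads) plus compound for 48 hr. Detection used a two-antibody HTRF format read at 665nm.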
Mito fusion act = blocks mitochondrial division or promotes mitochondrial fusion | S. cerevisiae fusion-defective mutant growth rescue, CellTiterGlo 48 h | Potency, µM (top dose mostly 46.1 µM), inactives show at the top dose growth rescue (activation), most hits filed as activators | 0.23% of 320,000 active | AID 485298;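 further: potency means the concentration at half of the fitted maximal effect; % of control where 0% means no effect; nearly all actives have a fitted effect of over 45% in size; temperature-sensitive fusion mutants such as fzo1-1 at 37 °C on non-fermentable ethanol glycerol medium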
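Growth-rescue viability read-out: after 48 h at the non-permissive 37C in glycerol/ethanol YPEG, yeast mitochondrial fusion mutants are measured by CellTiterGlo luminescence; compounds (23 nl pinned per well) restoring growth score as division inhibitors or fusion activators.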
TSHR antag = blocks TSH signaling through the human TSH receptor; 0.2% of 330,000 active; AID 504810; TSHR-expressing cells, TSH-stimulated cAMP HTRF, 2 h; active compounds read low; P16473; activity change, negative = inhibition, % at 11.5 µM;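 active means activity change below a set negative limit, meaning inhibition stronger than a set level, cut at about -70% in these data; inconclusive means activity change between two set negative limits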; further: on the % scale 0 is the no-effect control and ±100 the full control effect
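TSHR-expressing cells were treated with compounds, then stimulated with TSH at EC80 (4nM final) for 2 hours at 37 deg C. Cellular cAMP was measured by HTRF competition between lysate cAMP and cAMP-d2 for a cryptate-labelled anti-cAMP antibody.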
* hit, by the source's call; ? = inconclusive; / = not tested or not shown; & = joins results of further samples; [ ] = dose if it differs, or a comment. Unless noted, the call rests on the fitted dose curve; in most records, active means well fitted curve in the direction sought with a large enough effect; inconclusive means small, poorly fitted or top-dose-only effect, or another doubt; inactive means no such curve, though single readings can be large; an effect the other way counts as inactive or inconclusive. These rows are one share of the data; rates above refer to the full screens.

molecule	Integrin act MD	A-T KAP1 phos	CXXC DNA block	Menin MLL FP TR	MBNL1 CUG block	Mito fusion act	TSHR antag	PTAP TSG101 blk	S-ASM inh	TCR act
Cc1cccc(NC(=O)CN2CCN(C(=O)c3c(C)nn(Cc4ccccc4)c3C)CC2)c1C	-8.5%	0.1%	/	/	/	-8.5%	6.8	-1.1%	8.3%	3.9%
CCOc1ccccc1N1CCN(C(=O)CNC(=O)c2ccc(OC)c(OC)c2)CC1	0.3%	-14.9%	11.3%	-24.3%	-2.9%	-7.3%	-8.0	-0.8%	1.1%	-18.9%
O=c1c2ccccc2c(-c2ccccc2)nn1Cc1ccccc1	17.1%	5.6%	-3.1%	8.8%	-4.4%	1.9%	14.0	-0.3%	2.1%	1.4%[46.1 µM]
O=S(=O)(c1ccc(S(=O)(=O)N2CCCC2)cc1)N1CCCCCC1	16.8%	1.1%	10.3%	7.2%	-1.9%	3.7%	-3.7	0.6%	0.6%	6.0%
NC(=O)C1CCN(C(=O)c2ccc(NS(=O)(=O)c3ccc(Br)s3)cc2)CC1	33.4%	-2.6%	/	/	/	0.6%	17.1	0.0%	-0.9%	-31.1%
C/C(=N/NS(=O)(=O)c1ccc(C)cc1)c1c(O)c2ccccc2oc1=O	7.1%	18.4%	-4.8%	/	-4.9%	-1.8%	-2.4	-1.9%	1.7%	0.0%
COCCCNCCOCCOc1ccc(C)cc1Br	20.3%	-0.5%	-10.0%	-10.6%	?	0.7%	41.0	0.4%	-1.6%	-6.2%[46.1 µM]
O=C(CCn1c2c(c3ccccc31)CCCC2)NNC(=O)c1cccc([N+](=O)[O-])c1	0.0%	0.5%	-3.3%	?	?	0.9%	-7.0	0.0%	-11.3%	-7.9%[46.1 µM]
O=C(NCCCN1CCOCC1)/C(=C/c1cccs1)NC(=O)c1ccccc1	11.1%	-10.8%	15.2%	-8.0%	10.7%	-4.4%	-5.9	1.2%	0.7%	-4.1%
COC(=O)CC(NC(=O)c1ccc(C)cc1)c1ccc2c(c1)OCO2 (stereo not drawn)	9.4%	-1.5%	-13.8%	2.9%	-9.3%	1.9%	6.7	-6.7%	3.1%	0.9%
CC(C)N(C(=O)NC(=O)NCC1CCCO1)S(C)(=O)=O (stereo not drawn)	0.3%	11.8%	5.5%	?	-15.0%	6.6%	30.6	-3.5%	11.3%	-6.1%
O=C(CCn1cccc1)NC1CCCc2ccccc21 (stereo not drawn)	29.5%	-1.8%	-0.8%	5.1%	2.3%	1.9%	-2.7	0.2%	4.3%	2.1%
Cc1sc2nc(CN3CCOCC3)nc(Oc3ccc(NC(=O)c4ccco4)cc3)c2c1C	-32.8%	16.9%	4.7%&2.0%	-1.0%&3.0%	6.8%&-3.9%	0.9%&0.2%	-12.5&-1.7	-8.4%	-1.7%	/
CCC(=O)c1ccc(OCC(=O)OCC(=O)Nc2c(C)n(C)n(-c3ccccc3)c2=O)cc1	22.7%	-0.2%	/	/	/	-7.5%	-5.2	-0.7%	0.5%	10.7%
COc1ccc(SCC(=O)Nc2ccccc2Cl)cc1	0.2%	-3.7%	-14.4%	-11.9%	-1.0%	-1.9%	-0.1	-1.0%	4.5%	-3.7%
Cc1ccc(CNC(=O)/C=C/c2ccc(S(=O)(=O)N3CCOCC3)cc2)cc1	-37.1%	-8.3%	4.8%	9.9%	-5.7%	-3.3%	3.7	0.5%	3.2%	1.8%[46.1 µM]
CN(C)CCN(C(=O)c1ccc2ccccc2c1)c1nc2ccc(F)cc2s1	1.0%	5.2%	4.7%	7.0%	5.7%	9.6%	-5.1	-1.0%	-0.8%	-7.8%
NS(=O)(=O)c1cccc(C(=O)NC2CCSc3ccccc32)c1 (stereo not drawn)	-0.9%	18.6%	-20.8%	-13.9%	-4.3%	12.2%	26.0	-3.2%	-0.8%[11.5 µM]	5.3%
CC(C)(C)OC(=O)NCc1ccc(CNC(=O)c2nc[nH]c2C(=O)N2CCc3ccccc3C2)cc1	-23.6%	8.5%	/	/	/	1.2%	-7.7	/	-0.3%	-7.2%
O=C(N/N=C/c1cccc2cccnc12)[C@H]1C[C@@H]1c1ccccc1	3.6%	-2.5%	-0.2%	/	10.6%	-2.1%	-7.9	-0.7%	-2.5%	-2.2%
Cc1ccc(NC(=O)CSc2nnc(C)c(=O)n2N)cc1	-3.6%	1.8%	3.0%	0.8%	-9.4%	-6.6%	36.1	-0.4%	-1.3%	10.4%
Cn1c(=O)c2c(ncn2Cc2ccc(Cl)c(Cl)c2)n(C)c1=O	-9.4%	2.9%	13.1%	-6.4%	5.3%	-3.3%	-3.2	-3.8%	-2.7%	-1.8%
CN1CCc2c1nc1ccccc1c2NC(=O)CN1CCCC1	20.7%	-8.9%	-6.9%	-6.4%	2.3%	0.5%	-0.7	-10.6%	/	0.1%
Cc1ccc(S(=O)(=O)NCCC(=O)NNC(=O)COc2ccccc2Cl)cc1C	0.0%	16.4%	/	/	/	6.4%	11.0	-6.8%	-1.0%	11.4%
O=C(c1c[nH]c2ccccc12)C(O)C(c1ccccc1)N1CCOCC1 (stereo not drawn)	12.5%	3.3%	3.2%	0.1%	3.7%	-3.8%	-2.4	1.8%	-3.1%	-11.3%
COc1ccc(OC)c(S(=O)(=O)NCc2cn3ccsc3n2)c1	?	-0.8%	7.5%	-1.9%	4.6%[11.5 µM]	-4.3%	17.0	-2.0%	-2.1%	-1.5%[46.1 µM]
COCc1cc(C)nc(NC2CC(C)(C)NC(C)(C)C2)c1C#N	-18.7%	23.9%	0.6%	-12.0%	0.3%	-14.5%	6.1	-5.2%	48.8%[activator]	-0.6%
CCCNC(=O)C(Cc1ccc(OC)cc1)NC(=O)c1ccc(C#N)cc1 (stereo not drawn)	14.3%	-8.9%	/	/	/	13.4%	32.3	-4.4%	-2.8%	3.5%
CC(C)[C@H](NC(=O)N1CCn2c1nc1ccccc12)C(=O)N[C@@H](Cc1ccccc1)C(=O)O	-11.8%	2.5%	-16.5%	-8.1%	1.6%	-4.8%	-6.2	-2.3%	1.1%	1.4%
CCOC(=O)N1CCN(C(=O)CN(C2CCCCC2)S(=O)(=O)c2ccc(F)cc2)CC1	-10.1%	1.2%	-1.2%	/	-6.6%	3.5%	3.2	-4.4%	-1.2%	-3.0%
COc1ccc(NC(=O)CCc2nnc3ccc(N4CCC5(CC4)OCCO5)nn23)cc1	33.8%	3.2%	1.0%	-1.9%	-1.4%	-16.3%	16.1	-0.7%	-2.6%	-5.8%
O=C(O)Cn1nc2ccccc2n1	-1.7%	13.3%	3.9%	-20.9%	2.8%	-3.4%	-6.4	-4.5%	2.1%	-2.4%
COc1ccc(OC)c(S(=O)(=O)N2CCC3(CC2)CC(=O)c2ccccc2O3)c1	-7.4%	2.6%	/	/	/	15.7%	-9.1	-1.2%	1.0%	1.2%
CCc1nnc(NC(=O)c2ccc(OCc3c(C)noc3C)c(OC)c2)s1	19.4%	2.5%	-4.5%	-0.5%	9.8%	1.1%	-4.4	-2.1%	-5.0%	-4.0%
CC(C)n1cc(C(N)=S)c(=O)n(Cc2ccccc2)c1=O	-30.5%	-0.8%	42.4%[activator]	10.6%	23.8%	-6.7%	-6.2	-1.5%	-0.5%	2.3%
CC1CCCCN1C(=O)CSc1ccc(-c2ccc(F)cc2)nn1 (stereo not drawn)	-12.2%[7.66 µM]	5.3%	-3.5%	-4.6%	3.6%	2.1%	5.9	-10.1%	-0.8%	-17.8%
COC(=O)c1ccccc1NS(=O)(=O)c1ccc2[nH]c(=O)[nH]c2c1	-15.6%	0.2%	10.1%	8.0%	-4.2%	0.0%	4.6	-9.9%	3.9%	-2.5%[46.1 µM]

Screening results deposited in PubChem by National Center for Advancing Translational Sciences (NCATS).
